# VHR inh color – inhibitors of human VHR1 phosphatase (DUSP3); P51452; recombinant VHR phosphatase, colorimetric substrate read-out; inhibition, % at 20 µM; 0.7% of 50,000 active; in the data active means inhibition above about 60%; further: some results filed as inactive read as strong as hits
# Target sequence (P51452 whole entry, looked up): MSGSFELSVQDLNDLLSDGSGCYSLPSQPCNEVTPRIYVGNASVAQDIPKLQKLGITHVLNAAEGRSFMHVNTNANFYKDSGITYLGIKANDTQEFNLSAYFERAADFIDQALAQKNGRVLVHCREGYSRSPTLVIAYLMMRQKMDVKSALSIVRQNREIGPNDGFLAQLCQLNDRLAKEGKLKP
# * marks the source's active call; other numbers are inactive results.
mol | VHR inh color
COc1cc(C(=O)N/C(=C/c2ccc(F)cc2)C(=O)NC(C)C(=O)O)cc(OC)c1OC (stereo unspecified) | -14.8
CC(=O)NS(=O)(=O)c1ccc(NC(=O)c2ccc3c(c2)OCO3)cc1 | -9.7
Cc1ccc(C2CC(C(F)(F)F)n3nc(C(=O)NC(C)C)cc3N2)cc1 (stereo unspecified) | -26.4
CN=C1CN=C(c2ccccc2)c2cc(Cl)ccc2N1 | -5.8
CC(=O)N1CCN(c2cc(N3CCCC3)c(F)cc2[N+](=O)[O-])CC1 | -6.3
O=C(Nc1ccc(F)c(Cl)c1)c1ccncc1 | -13.3
O=C(NNC(=O)c1cccc(Cl)c1)C(=O)N1CCCCC1 | -3.1
O=C(COc1ccc([N+](=O)[O-])cc1)Nc1ccc(NC(=O)c2cccc(Cl)c2)cc1 | 8.3
O=C(NCCN1CCOCC1)c1cnn2c1NC(c1cccs1)CC2C(F)(F)F (stereo unspecified) | -3.8
CCN(CC)c1ccc(NC(=O)c2cccc(OCc3ccccc3)c2)cc1 | -5.5
Fc1ccc(-c2noc(-c3ccc(Cl)cc3)n2)cc1 | -15.6
CC(C)C1=NN2C(=N)/C(=C/c3ccc(-c4ccc(F)c(Cl)c4)o3)C(=O)N=C2S1 | 7.1

mol | VHR inh color
COc1ccc(N2C(=O)C(Cl)=C(Nc3ccc(C)c(Cl)c3)C2=O)cc1 | -2.5
O=C1/C(=C\c2cccs2)SC(=S)N1c1cccc(Br)c1 | -38.1
N#CSCCCCOc1ccccc1F | -17.3
NC(=O)c1ccccc1NC(=O)Cc1ccc(Cl)cc1 | 6.1
N/C(=N\OC(=O)c1ccccc1[N+](=O)[O-])c1ccncc1 | -20.4
O=c1[nH]n(-c2ccc(Cl)cc2)c(O)c1/C=C1\C=Nc2ccccc21 | -2.9
Cc1ccc(-c2cc(NC(=O)c3cccc(C)c3)n[nH]2)cc1 | -1.5
Cc1ccc(NC(=O)/C=C/c2ccc(C)o2)cc1 | 24.0
O=C(c1ccc(F)cc1F)N1CCN(c2cc(N3CCOCC3)c(F)cc2[N+](=O)[O-])CC1 | 21.5
CCOC(=O)/C(C#N)=C\c1cccn1C | -36.3
CCOC(=O)C1C(=O)C=C(c2ccc(OC)cc2)CC1c1ccccc1 (stereo unspecified) | -10.3
Cc1ccc(N2C(=O)NC(=O)/C(=C\c3ccc(O)c(I)c3)C2=O)cc1 | 23.2

mol | VHR inh color
COc1ccc(CCNC(=O)c2ccc(C)c([N+](=O)[O-])c2)cc1OC | -12.9
CCCCN(CCCC)C(=O)CSc1nc2ccccc2[nH]1 | -10.8
COc1cc2c(cc1CN1CCN(C(=O)CC(C)C)CC1)OCO2 | 26.3
O=C(Nc1nc(-c2ccccc2)cs1)C(c1ccccc1)c1ccccc1 | -7.8
C=C(C)C(=O)OCn1c2ccccc2c2cc([N+](=O)[O-])ccc21 | -8.8
COc1ccc(C(=O)Nc2ccc(N(C)C)cc2)cc1[N+](=O)[O-] | -32.2
Cc1cccc(-n2c(C)cc(/C=C3/SC(=O)NC3=O)c2C)c1 | -2.0
CCCOC(=O)C1=C(C)NC2=C(C(=O)CC(C)(C)C2)C1c1ccc(O)c([N+](=O)[O-])c1 (stereo unspecified) | -8.2
COc1ccc(OC)c(/C(C)=N\NC(=O)c2cccnc2)c1 | -4.1
CN(C)c1cc(N/N=C/c2ccc([N+](=O)[O-])cc2)nc(N(C)C)n1 | -5.0
COc1ccc(NC(=O)c2ccccc2[N+](=O)[O-])cc1 | -15.9
CC(C)OC(=O)c1ccc(NC(=O)COc2cc(Cl)ccc2Cl)cc1 | 6.4

# Given as labelled records: part of the list above.
> COc1ccc(OC)c(/C(C)=N\NC(=O)c2cccnc2)c1
  VHR inh color: -4.1

> CN(C)c1cc(N/N=C/c2ccc([N+](=O)[O-])cc2)nc(N(C)C)n1
  VHR inh color: -5.0

> COc1ccc(NC(=O)c2ccccc2[N+](=O)[O-])cc1
  VHR inh color: -15.9

> CC(C)OC(=O)c1ccc(NC(=O)COc2cc(Cl)ccc2Cl)cc1
  VHR inh color: 6.4

# Other records.
mol | VHR inh color
COc1cc(C2CC(=O)NC(C)=C2C(=O)OC(C)C)c(Br)c(OC)c1OC (stereo unspecified) | -11.2
Cc1ccccc1NCC(=O)N/N=C\c1cccnc1 | -18.8
COC(=O)c1c(C)oc2ccc(OCc3cccc(Br)c3)cc12 | -7.3
COC(=O)c1cc(NC(=O)COc2ccc([N+](=O)[O-])cc2)cc(C(=O)OC)c1 | -1.9
CCCC(C)NC(=O)c1ccc([N+](=O)[O-])cc1Cl (stereo unspecified) | -11.2
O=C(NC(=S)Nc1ncn[nH]1)c1ccccc1 | 2.3
COc1ccc(N(CC(=O)Nc2cccc(C(F)(F)F)c2)S(C)(=O)=O)cc1 | -15.8
NS(=O)(=O)c1ccc(N=Nc2c(-c3ccccc3)[nH]n(-c3nc(-c4ccccc4)cs3)c2=O)cc1 | -27.0
Clc1ccc2nc(N/N=C/c3ccc4c(c3)OCO4)nc(-c3ccccc3)c2c1 | -12.9
O=[N+]([O-])c1ccc(S(=O)(=O)NC2c3ccccc3Oc3ccccc32)cc1 | 14.6
CCSc1nnc(NC(=O)c2ccc(Cl)cc2Cl)s1 | -8.1
Cc1ccc(C(=O)N/C(=C\c2ccccc2)C(=O)NCc2ccncc2)cc1 | -32.3

# Shown with each value named: entries from further up
CN=C1CN=C(c2ccccc2)c2cc(Cl)ccc2N1
  VHR inh color = -5.8
CCOC(=O)/C(C#N)=C\c1cccn1C
  VHR inh color = -36.3
COC(=O)c1c(C)oc2ccc(OCc3cccc(Br)c3)cc12
  VHR inh color = -7.3
COC(=O)c1cc(NC(=O)COc2ccc([N+](=O)[O-])cc2)cc(C(=O)OC)c1
  VHR inh color = -1.9

# (further entries)
SMILES	VHR inh color
CC(=O)NN1C(=O)/C(=C\c2ccc(F)cc2)SC1=S	-25.0
CCOC(=O)C1=C(O)CSC1=Nc1ccc(OC)cc1	-1.4
C/C(=N\NC(=O)COc1ccccc1[N+](=O)[O-])c1ccc(Cl)cc1	-12.9
COc1ccc(Br)cc1C(=O)Nc1cccc(-c2nc3ncccc3o2)c1C	-5.6
Cc1ccc(-n2nnnc2C(=N)c2nnnn2-c2ccc(C)cc2)cc1	-1.0
COc1ccc(/C=C/C(=O)NC(=S)Nc2ccc(S(=O)(=O)N=C(N)N)cc2)cc1	-12.2
C(=NN1CCN(c2ccccn2)CC1)c1ccc(OCc2ccccc2)cc1	-2.2
Cc1cc(Cl)ccc1OC(C)C(=O)NCCCn1ccnc1 (stereo unspecified)	-8.8
Cc1ccc(C(=O)N/N=C/C=C/c2ccc([N+](=O)[O-])cc2)cn1	-4.3
O=C(NCC1CCCO1)c1cc2n(n1)C(C(F)(F)F)CC(c1ccco1)N2 (stereo unspecified)	10.7
O=C(CNc1cccc(Cl)c1)c1ccc([N+](=O)[O-])cc1	-14.3
Cc1ccc(OCC(=O)NCc2ccccc2Cl)c(Br)c1	6.6
COc1ccccc1NC(=O)c1ccc(Br)o1	-42.9
CCn1c(C)[n+](CC)c2ccc(S(=O)(=O)N3CCCCC3)cc21	2.1
Nc1nonc1-c1nc2ccccc2n1Cc1ccc(F)cc1	7.1
O=C(NCC1OCCc2ccccc21)c1ccccc1Cl (stereo unspecified)	-8.2
Nc1nnc(CC(=O)N/N=C/c2cccc(Cl)c2)s1	-8.5
Cc1ccc(OCCNC(=O)c2ccc(Br)cc2)cc1	12.7
CCc1nn(-c2ccccc2)c(N)c1-c1ccc(OC)c(OC)c1	17.2
O=[N+]([O-])c1ccc(N2CCN(S(=O)(=O)c3ccccc3)CC2)cc1NC1CC1	-21.9

SMILES	VHR inh color
CCOC(=O)CCCN1C(=O)/C(=C/c2ccccc2)SC1=S	-3.8
CCCN/N=C/c1c(C)[nH]n(-c2ccccc2)c1=O	-21.2
COC(=O)c1c(-c2ccc(OC)c(OC)c2)csc1NC(=O)c1ccc(OCC(C)C)cc1	-5.6
O=C(COc1ccccc1)Nc1ccc(Cl)cc1C(=O)c1ccccc1	0.7
CC(=O)Nc1ccc2c(c1)ncn2-c1ccccc1	-11.2
N#Cc1c2c(c(NCCCCO)n3c1nc1ccccc13)CCC2	-51.3
COc1ccccc1NC(=O)CC1S/C(=N\N=C\c2ccc(C)o2)NC1=O (stereo unspecified)	-1.0
COc1cccc(OC)c1C(=O)Nc1cccc(C(=O)c2ccccc2)c1	-11.5
CC(/C=C1\SC(=S)N(C(C)C(=O)O)C1=O)=C\c1ccccc1 (stereo unspecified)	22.4
O=C(CSc1nc2ccc([N+](=O)[O-])cc2[nH]1)c1ccc(F)cc1	-27.1
CC(=O)Nc1ccc(Sc2ccccc2[N+](=O)[O-])cc1C	-2.5
CCCn1c(/N=C/c2cccs2)nc2ccccc21	-8.4
COc1ccccc1CNC(=O)C1CC(=O)N(c2ccc(F)cc2)C1 (stereo unspecified)	0.0
CCn1c2ccccc2c2cc(NC(=O)c3cccc([N+](=O)[O-])c3C)ccc21	3.9
Cc1ccc(S(=O)(=O)C(CC(=O)c2ccc(O)cc2)c2ccccc2)cc1 (stereo unspecified)	-19.5
CCOC(=O)c1ccc(NC(=O)CN(c2ccc(C)cc2)S(C)(=O)=O)cc1	-2.2
Cc1ccc(NS(=O)(=O)c2ccc([N+](=O)[O-])cc2)cc1	-26.1
CCCOc1nc2ccccc2nc1NS(=O)(=O)c1ccccc1	-2.9
CC(C)(C)OC(=O)c1ccc([N+](=O)[O-])cc1	-5.0
CCOC(=O)c1ccccc1NC(=O)CN(c1ccccc1)S(=O)(=O)c1ccccc1[N+](=O)[O-]	-8.4

SMILES	VHR inh color
COc1ccc(C(=O)c2ccc(N3CCOCC3)c([N+](=O)[O-])c2)cc1	17.6
O=C1CCCC2=C1C(c1ccc([N+](=O)[O-])cc1)C1=C(CCCC1=O)N2c1ccc(Cl)cc1	-35.1
O=C(CN(c1ccccc1)S(=O)(=O)c1ccccc1[N+](=O)[O-])NC1CCCCC1	-29.4
COC(=O)Cn1cc(/C=C2\C(=O)NC(=O)N(c3cccc(F)c3)C2=O)c2ccccc21	-4.7
COc1cc(CN2CCN(C(=O)c3ccc(-c4ccccc4)cc3)CC2)cc(OC)c1OC	1.5
Cc1ccc(NC(=O)C2C(C)(C)C2(C)C)cc1C	-14.4
CC1(C)CC(=O)C(C2(C3=C(O)CC(C)(C)CC3=O)C(=O)Nc3ccccc32)C(=O)C1 (stereo unspecified)	-15.4
CCSc1nnc2c(n1)[nH]c1c(C)cccc12	-16.4
CCOC(=O)c1c(N2CCOCC2)c2ccccc2[nH]c1=O	-18.8
COc1cc(C)c(CNC23CC4CC(CC(C4)C2)C3)cc1C	2.0
COc1ccc(-c2cn3ccccc3n2)cc1Br	-17.6
O=c1oc2cc(O)c([N+](=O)[O-])cc2cc1-c1csc(-c2ccc(Cl)cc2)n1	-11.2
COC(=O)c1cc(C(=O)NC2CCCCCC2)cc([N+](=O)[O-])c1	-19.4
CCOC(=O)c1c[nH]c2ccc([N+](=O)[O-])cc2c1=O	22.7
COc1ccccc1C(=O)Nc1cc(-c2nc3ncccc3o2)ccc1C	-1.0
CC1=NN(C(=O)c2ccc(Cl)cc2)C(O)(c2ccc(Cl)cc2)C1 (stereo unspecified)	-2.5
Cc1ccc(-c2ccc(OCC(=O)Nc3cccc([N+](=O)[O-])c3)cc2)cc1	25.9
CC(C)c1ccc(N2C(=O)NC(=O)/C(=C/c3cc4c(cc3Cl)OCO4)C2=O)cc1	99.2
Cc1ccc(/C=N/c2ncn[nH]2)c(O)c1	-12.9
COc1ccccc1NC(=O)C(Cc1c[nH]c2ccccc12)NC(=O)Oc1ccccc1 (stereo unspecified)	-21.5

SMILES	VHR inh color
CCOc1cc(C(=O)Nc2sc3c(c2C(=O)OC)CCCCC3)cc(OCC)c1OCC	0.1
N#Cc1ccccc1C(C(N)=O)(c1ccccc1)c1ccccc1C#N	-4.0
CC(=O)Nc1c2ccc([N+](=O)[O-])cc2n2c(C)nc3ccc(Cl)cc3c12	1.0
COc1cc(/C=C2/C(=O)N(c3ccccc3)N=C2C)cc([N+](=O)[O-])c1O	0.3
O=C(NC1CC1)c1cc(-c2cccs2)nc2ccccc12	-1.0
CCCCOc1ccc(C(=O)Nc2cccc(NC(=O)c3ccccc3Cl)c2)cc1	4.9
CCOC(=O)c1sc(NC(=O)c2ccc(C)c([N+](=O)[O-])c2)c(C(=O)OCC)c1C	-18.9
COc1cc(C)c(/C(C)=N\Nc2nc(C)c(C(C)=O)s2)cc1OC	-6.8
Cc1nnc(/N=C2\C(=O)Nc3ccccc32)s1	-8.1
CCOC(=O)C(=CNCC(=O)O)C(=O)OCC	-20.5
O=c1[nH]c(=S)[nH]c2c1C1(CCCC1)Cc1ccccc1-2	-5.2
CC1(C)C2CC3C(C)(O)C(c4ccccc4)P(=O)(Cc4ccccc4)C3(C)CC21 (stereo unspecified)	-16.7
O=C(NCCCO)C1CC(=O)N(c2ccc(Br)cc2)C1 (stereo unspecified)	-4.9
COC(=O)/C(=N/O)c1c[nH]c2ccccc12	-12.7
Cc1c(Cl)cccc1-n1ncnc1-c1ccc(Br)cc1	-5.2
COC(=O)Nc1ccc2c(c1)N(C(=O)CCN(C)C)c1ccccc1CC2	-3.9
CC(/C=C1\SC(N2CCN(C3=NC(=O)/C(=C\C(C)=C\c4ccccc4)S3)CC2)=NC1=O)=C\c1ccccc1	-4.6
CCOc1cc(/C=C2\SC(=S)N(c3ccccc3)C2=O)cc([N+](=O)[O-])c1O	-3.4
Cc1ccc(OCC(=O)NC23CC4CC(CC(C4)C2)C3)cc1	-21.4
COC(=O)C1=C(C)N(c2cccc(OC)c2)C(=O)/C1=C\c1ccccc1F	-18.7
Cc1ccc(-n2[nH]c(C)c(/C=N/NC(=O)c3ccccc3[N+](=O)[O-])c2=O)cc1C	-12.9
O=C1/C(=C/c2cccc([N+](=O)[O-])c2)SC(=S)N1c1ccc(F)cc1	2.7

# These rows are one share of the data; rates above refer to the full screens.
